NCOA2 inhibitor = inhibits human steroid receptor coactivator 2; HEK293 GAL4-SRC2 luciferase reporter, luminescence; inhibition, % at 9 µM; AID 651957; 370,000 compounds, 0.17% hits; Q15596;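 active = inhibition above the mean inhibition of all tested compounds plus 3 SD, set per campaign, cut at about 52% in these data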;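 note: 0% = DMSO treated cells and 100% = cells given Gossypol at 36 µM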
TLR9-MyD88 inh = inhibitors of human TLR9-MyD88 binding | inhibition, % at 4.98 µM | Q9NR96+Q99836 | CHO BLA complementation TLR9-MyD88, CCF4 FRET ratio | 340,000 compounds, 0.21% hits;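 active = inhibition above the mean over all tested compounds plus 3 SD, cut at about 21% in these data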;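 note: 0% = DMSO only wells and 100% = clavulanate BLA inhibitor control wells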
TROY signal inh = inhibitors of TROY-dependent NF-kB signaling. Q293 LMP1-TROYcd NF-kB luciferase reporter, 4 h. AID 1347056. 360,000 compounds, 0.98% hits. inhibition, % at 10 µM;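 active = compounds whose plate-normalised and pattern-corrected inhibition of the luciferase reporter signal at the single screening dose is 50% or more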
COUP-TFII inh = NR2F2 (human) inhibition, primary screen. P24468. 370,000 compounds, 0.7% hits. HEK293T NGFI-A luciferase reporter, luminescence. inhibition, % at 8.6 µM;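 active = inhibition above a per-plate cutoff, mean inhibition of test wells between control levels plus 3 SD, cut at about 38% in these data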;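 note: cells cotransfected with COUP-TFII expression vector driving the NGFI-A reporter; 0% = median of COUP-TF2 test wells and 100% = reporter-only cells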
C8 TRAIL sens = caspase-8 TRAIL sensitization; 360,000 compounds, 1% hits; inhibition (viability loss, TRAIL sensitization), % at 10 µM; NB7+C8 cells + TRAIL, ATPlite viability luminescence;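 active = compounds causing at least 50% loss of cell viability in the single-dose screen, relative to plate controls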
TWEAK Fn14 block = blocks TWEAK-Fn14 interaction in a reporter cell assay | inhibition, % at 10 µM | 360,000 compounds, 2% hits | TWEAK-stimulated Fn14 reporter cells, luciferase luminescence, 8 h; in the data active = inhibition above about 50%
LRH-1 inv ag = NR5A2 inverse agonism in reporter assay; O00482; HEK293T StAR-luciferase reporter, LRH-1 transfected, 24 h; inhibition, % at 3.6 µM; 360,000 compounds, 0.13% hits; AID 602396;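 active = inhibition above the mean inhibition of all tested compounds plus 3 SD, cut at about 73% in these data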;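 note: 0% = DMSO wells and 100% = reporter-only cells lacking LRH-1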
Target sequence (O00482 whole entry, looked up): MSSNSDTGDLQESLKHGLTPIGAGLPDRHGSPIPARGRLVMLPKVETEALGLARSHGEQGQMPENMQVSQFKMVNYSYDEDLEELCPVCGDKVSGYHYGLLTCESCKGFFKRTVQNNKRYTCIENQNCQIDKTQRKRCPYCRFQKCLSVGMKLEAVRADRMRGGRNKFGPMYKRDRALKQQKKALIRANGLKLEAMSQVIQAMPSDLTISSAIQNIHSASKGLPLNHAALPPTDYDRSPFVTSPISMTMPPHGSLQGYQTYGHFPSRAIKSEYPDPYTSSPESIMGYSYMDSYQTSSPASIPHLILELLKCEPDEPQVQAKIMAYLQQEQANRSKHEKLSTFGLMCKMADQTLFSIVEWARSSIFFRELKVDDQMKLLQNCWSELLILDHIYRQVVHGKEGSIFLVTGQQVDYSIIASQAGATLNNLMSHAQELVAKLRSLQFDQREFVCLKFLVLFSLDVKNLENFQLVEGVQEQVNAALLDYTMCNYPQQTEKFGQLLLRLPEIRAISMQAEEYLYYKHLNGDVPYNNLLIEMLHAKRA
NOD2-RIPK2 inh = NOD2-RIPK2 protein interaction inhibition. O43353. CHO BLA complementation NOD2-RIPK2, CCF4 ratio. inhibition, % at 4.98 µM. 360,000 compounds, 0.38% hits; in the data active = inhibition above about 21%;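 note: 0% = vehicle only and 100% = reference blocker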
Target sequence (O43353 whole entry, looked up): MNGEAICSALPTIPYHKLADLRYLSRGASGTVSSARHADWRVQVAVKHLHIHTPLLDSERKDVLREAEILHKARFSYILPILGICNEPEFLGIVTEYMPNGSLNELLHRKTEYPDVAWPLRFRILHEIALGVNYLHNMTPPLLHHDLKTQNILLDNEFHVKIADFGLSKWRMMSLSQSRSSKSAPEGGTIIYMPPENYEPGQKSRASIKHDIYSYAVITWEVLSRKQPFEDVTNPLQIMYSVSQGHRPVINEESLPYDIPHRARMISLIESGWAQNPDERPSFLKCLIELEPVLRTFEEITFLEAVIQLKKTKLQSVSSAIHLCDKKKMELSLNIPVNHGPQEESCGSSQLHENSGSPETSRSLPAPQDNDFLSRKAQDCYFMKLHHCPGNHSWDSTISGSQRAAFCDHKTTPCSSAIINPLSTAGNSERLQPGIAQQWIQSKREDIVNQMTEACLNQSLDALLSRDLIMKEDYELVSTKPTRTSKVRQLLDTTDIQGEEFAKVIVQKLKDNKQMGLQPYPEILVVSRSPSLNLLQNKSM
NCOA1 inh = inhibitors of human steroid receptor coactivator 1 (SRC1). HEK293 GAL4-SRC1 luciferase reporter, luminescence. Q15788. inhibition, % at 3.6 µM. 360,000 compounds, 0.12% hits. AID 588354;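 active = inhibition above the campaign mean plus 3 SD, with each screening campaign given its own cutoff, cut at about 60% in these data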;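 note: 0% = DMSO treated cells and 100% = gossypol at 36 µM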
SRC3 inh = inhibits human SRC3 coactivator | AID 588352 | 360,000 compounds, 0.17% hits | inhibition, % at 3.6 µM | HEK293 GAL4-SRC3 luciferase reporter, luminescence | Q9Y6Q9;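 active = inhibition above a per-campaign cutoff, the mean of all compounds plus 3 SD, cut at about 60% in these data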;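 note: 0% = DMSO-treated cells and 100% = gossypol-treated cells at 36 µM; higher means less SRC3-driven luciferase light from the GAL4 reporter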
EBV LMP1 NFkB = inhibitors of Epstein-Barr LMP1-induced NF-kappaB reporter; LMP1-induced NF-kappaB luciferase reporter cells, luminescence; inhibition, % at 12.5 µM; 350,000 compounds, 0.69% hits; AID 504558; in the data active = inhibition above about 41%;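 note: 0% = neutral control wells and 100% = reference inhibitor control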
Active calls of the source: *; / = no result given. An excerpt; the hit share may differ from the screen's.

compound	COUP-TFII inh	TLR9-MyD88 inh	NOD2-RIPK2 inh	LRH-1 inv ag	NCOA2 inhibitor	TROY signal inh	TWEAK Fn14 block	SRC3 inh	C8 TRAIL sens	NCOA1 inh	EBV LMP1 NFkB
Cc1noc2c1C(c1ccc(N(C)C)cc1)C1=C(CC(C)(C)CC1=O)N2 (stereo unspecified)	20	1	-4	-10	-23	-5	-15	-11	-5	-39	-14
O=C(Cc1c2ccccc2nc2ccccc12)c1ccccc1	-5	-7	-14	-14	9	-13	-5	3	0	-52	-12
O=S(=O)(c1cc(-c2nnc(-c3ccc(Br)cc3)o2)ccc1Br)N1CCCCCC1	/	-17	-11	20	/	-13	-17	22	13	-4	3
O=C(Nc1cccnc1)c1ccc2snnc2c1	9	4	-11	-2	-7	-29	7	10	8	9	2
O=C1C=C(c2cccc(CO)c2)C[C@@H](c2ccc(F)cc2)C1	-16	-3	5	-10	-26	7	-15	4	-20	2	1
CCN(CC)CCOC(=O)c1ccc(NC(=O)CSc2nnc(-c3cccs3)n2CC)cc1	-1	1	-2	-10	9	5	-13	5	0	-7	-8
COC(=O)[C@H](Cc1ccc(O)cc1)NC(=O)Cn1ccc(NC(=O)OCc2ccccc2)nc1=O	2	10	-1	-5	3	6	5	-13	-7	9	3
CN(C(=O)CSc1nc(C2CC2)n(-c2ccccc2)n1)C1CCS(=O)(=O)C1 (stereo unspecified)	-4	7	10	3	-15	-27	1	10	10	-8	-5
CC(C)=NOc1nc(NC(=O)NS(=O)(=O)c2ccccc2Cl)nc(N(C)C)n1	-12	-3	9	3	7	-16	9	10	4	9	4
O=S(=O)(Cc1ccccc1)Nc1ccccc1Br	-8	11	11	-1	0	-1	-1	8	-5	2	7
CC(C)(C)C(=O)N1NC(=Nc2ccccc2)SC1(C)C	16	-8	-12	2	-3	13	-21	-5	0	11	3
COc1ccc(NC(=O)CSc2nnc(-c3ccccn3)n2N)cc1	7	-2	-5	8	8	-14	0	6	-29	11	5
Cc1ccc(C)c2[nH]c(=O)c(CN(Cc3cccs3)C(=S)NCc3ccco3)cc12	10	-2	11	17	9	6	12	9	-8	13	6
CCc1nnc(NC(=O)CSc2nnc(-c3cc4ccccc4cc3O)n2CCOC)s1	1	-4	-7	-2	12	1	4	-5	-13	-13	-4
O=C(N1CCOCC1)N1CCc2ccccc21	7	-2	-2	-7	-19	22	3	7	-18	-5	3
COc1ccc(C2C(C#N)=C(N)Oc3c2ccc2cccnc32)cc1OC (stereo unspecified)	-22	-3	8	20	-31	30	44	20	17	7	9
O=C(Cc1ccccc1F)OCC(=O)N1CCN(C(=O)c2ccco2)CC1	4	-10	3	4	6	5	-13	16	-3	4	1
COC(=O)c1cccc(NS(=O)(=O)c2ccc(NC(C)=O)cc2)c1C	6	-15	0	5	6	1	2	22	2	-4	-5
Cc1oc(-c2ccccc2Cl)nc1CS(=O)CC(=O)NCc1cccs1 (stereo unspecified)	17	4	1	-10	-11	-5	1	12	5	-7	2
COc1ccc(CCN2C(=O)COc3ccccc3C2C(=O)Nc2ccc3c(c2)OCCO3)cc1OC (stereo unspecified)	-11	/	-6	-7	-57	-7	-9	/	0	/	/
C=CCn1c(SCCN2CCCC2)nc2c([nH]c3ccccc32)c1=O	-7	11	-10	9	4	4	-4	12	-18	-7	-15
C=CCOC(=O)C(C#N)c1nc2ccccc2nc1N1CCN(c2ccccc2OC)CC1 (stereo unspecified)	-3	0	7	0	5	11	15	11	-4	-2	8
O=C(NCCN1CCN(c2cccc(Cl)c2)CC1)c1cccn2c(=O)c3ccccc3nc12	-3	-10	0	-1	-9	24	-3	7	-3	13	6
CCN(CC)S(=O)(=O)c1ccc(N2CCOCC2)c(NC(=O)C2COc3ccccc3O2)c1 (stereo unspecified)	14	-2	13	19	15	14	-7	8	17	-69	4
Cc1cccc(COC(=O)C(Cc2ccccc2)NC(N)=O)c1 (stereo unspecified)	-7	2	-11	-8	-4	5	1	-17	-3	8	-4
COc1ccc(NS(=O)(=O)c2c(C)[nH]c(C)c2C(=O)N2CCCCC2)cc1Cl	-11	10	-4	10	14	-20	19	9	14	-35	1
COc1ccc(-c2cc(-c3ccco3)[nH]c(=O)c2C#N)cc1OC	-6	-9	-88	11	20	-9	14	-1	-4	-22	3
O=C(O)c1ccccc1C(=O)NCC(O)c1ccccc1 (stereo unspecified)	4	3	-7	8	5	-22	-3	18	9	4	-10
COc1ccc(C(=O)NCC(C)CN(C)C)cc1 (stereo unspecified)	6	-1	-2	0	-18	-3	-5	-11	-12	-6	-1
CC1=C(C(=O)Nc2ccc(Br)cc2)C(c2ccco2)NC(=O)N1 (stereo unspecified)	19	3	0	11	4	14	25	-18	5	-22	-6
Cc1cccc(C=Nc2ccc3c(c2)oc2ccccc23)c1O	-36	-7	3	-45	-33	-35	-23	-54	-4	-35	-8
CN1CCN(Cc2nc(Cc3cccc(F)c3)no2)CC1c1ccccc1 (stereo unspecified)	0	-8	-1	-10	-20	-9	-15	2	7	2	-1
CC(C)NC(=O)C(OC(=O)c1ccccc1)C(OC(=O)c1ccccc1)C(=O)O (stereo unspecified)	-15	7	5	-7	6	7	-6	-8	-1	1	11
O=S(=O)(c1cccs1)N1CCN(CCc2ccccc2)CC1	-8	3	-1	10	-35	18	-4	17	-3	-32	1
CC1(C)Cc2c(sc(NC(=O)c3ccc4c(c3)OCCO4)c2C(N)=O)C(C)(C)N1	12	4	0	-3	-39	8	6	-8	10	3	-7
COc1ccc(-c2[nH]c3ccccc3c2SCCNC(=O)c2ccccc2)cc1	15	2	7	-17	7	-11	31	-17	-13	-17	0
CCn1c(=O)[nH]c2ccccc2c1=O	-18	7	-6	14	-22	9	-2	-3	9	-8	15
Cc1ccsc1C(=O)OCc1nnc(-c2ccccc2)o1	-39	11	-3	-66	-24	-30	-9	-8	-3	-57	-19
CC(C)c1ccc(N2C(=O)C(Cl)=C(N3CCOCC3)C2=O)cc1	-12	1	7	-6	-8	-9	23	-10	-14	-19	-7
CS/C(=N\S(=O)(=O)c1cccs1)Nc1ccc(F)c(Cl)c1	1	3	-10	16	-16	18	20	2	-6	16	-3
CCNC(=O)COC(=O)c1ccc(-n2nc(C)cc2C)cc1	7	9	-3	6	-15	3	10	2	-2	-21	-1
COc1ccc(OCCC(=O)NCc2ccccc2)cc1	-7	-5	-4	-22	-4	-9	9	13	-10	-5	-12
CC1(C)CC(CCC(=O)NC(=S)Nc2ccccc2Cl)C(=O)O1 (stereo unspecified)	-4	3	-1	-2	-2	8	9	-2	-4	-1	-22
CC(CN1CCN(C)CC1)OC(=O)c1ccccc1Cl (stereo unspecified)	-8	-1	-11	11	10	-1	12	4	0	-10	-5
O=C(/C(=N\Nc1ccccc1)Sc1nnnn1-c1ccccc1)c1ccccc1	-7	-4	-2	-11	-6	5	15	20	-14	11	5
CC/C(=N\NC(=O)Nc1nonc1N)c1ccc(OC)c(OC)c1	12	-7	6	-3	0	-4	-21	7	-17	3	3
O=C(CN1C(=O)c2ccccc2S1(=O)=O)NCCSC1CCCCC1	2	-10	-6	12	-4	-29	19	-5	-7	3	5
O=C1C(Cl)=C(NCCc2ccccc2)C(=O)N1CCc1ccccc1	16	-6	14	-23	-18	-22	-13	-15	2	-36	-19
Cc1ccc(OCC(=O)N2CCCCCC2)c(C)c1	-7	10	1	-27	-56	-8	-20	-25	-3	-30	-7
CN(C)S(=O)(=O)c1ccc(/C(O)=C2/C(=O)C(=O)N(Cc3cccnc3)C2c2ccncc2)cc1 (stereo unspecified)	-3	1	0	-11	0	-2	-4	5	21	-4	5

Record cards, as listed above. Screens in order: COUP-TFII inh	TLR9-MyD88 inh	NOD2-RIPK2 inh	LRH-1 inv ag	NCOA2 inhibitor	TROY signal inh	TWEAK Fn14 block	SRC3 inh	C8 TRAIL sens	NCOA1 inh	EBV LMP1 NFkB
CN1CCN(Cc2nc(Cc3cccc(F)c3)no2)CC1c1ccccc1 (stereo unspecified) is listed with 0	-8	-1	-10	-20	-9	-15	2	7	2	-1
O=S(=O)(c1cccs1)N1CCN(CCc2ccccc2)CC1 is listed with -8	3	-1	10	-35	18	-4	17	-3	-32	1

Remaining list, next part.
compound	COUP-TFII inh	TLR9-MyD88 inh	NOD2-RIPK2 inh	LRH-1 inv ag	NCOA2 inhibitor	TROY signal inh	TWEAK Fn14 block	SRC3 inh	C8 TRAIL sens	NCOA1 inh	EBV LMP1 NFkB
COc1ccc(NC(=O)CSc2nc3ccccc3nc2N2CCCC2)cc1Cl	3	5	-4	-1	-13	15	3	14	3	9	2
CSCCC(NC(=O)COc1ccccc1)C(=O)OCC(=O)c1ccccc1 (stereo unspecified)	10	3	-12	-9	-13	-27	-8	14	8	-14	3
COC(=O)C1(CC2CC(c3ccccc3)=NO2)CCN(C(=O)OC(C)(C)C)CC1 (stereo unspecified)	21	6	2	3	2	9	-9	4	-2	-8	-5
CCOc1ccc2ccccc2c1CNCCCN1CCOCC1	-13	-2	5	-24	-4	-1	-9	-33	-2	-5	5
COCCn1c(-c2ccc(C#N)cc2)nc2c1c(=O)[nH]c(=O)n2Cc1ccccc1	9	-17	-5	7	6	16	4	16	-3	2	6
C#CCOCCOCCOCCNc1nc(N2CCN(C(=O)[C@H](Cc3ccc(O)cc3)n3cc([C@@H](N)C(C)CC)nn3)CC2)nc(N2CCN(C(=O)[C@H](CCCCN)n3cc([C@@H](N)CO)nn3)CC2)n1 (stereo partly specified)	/	0	4	-20	/	-2	-7	0	-15	0	7
Cc1ccc(-c2csc(NCCn3c(C(F)(F)F)nc4ccccc43)n2)cc1	13	-7	3	1	-15	19	11	5	1	2	-6
NC(=O)c1cccnc1Oc1ccc(Cl)cc1Cl	-5	-5	-1	3	16	-28	-4	7	-17	22	-8
COCCn1c(C)cc(C(=O)COc2nc3ccccc3nc2C)c1C	67*	12	-10	10	25	-16	19	7	6	0	11
O=C1CC(c2nc3ccccc3[nH]2)CN1c1cccc(C(F)(F)F)c1 (stereo unspecified)	21	8	-4	6	-1	-5	18	16	8	0	10
CC1(C)CC(C)(O)P(=O)(c2ccccc2)O1 (stereo unspecified)	-15	7	-2	-3	0	4	3	-8	-17	-2	4
CCN1C(=O)[C@H]2[C@H]3CN=C(SCc4ccc(Cl)cc4)N3[C@@](CC)(C(=O)OC)[C@H]2C1=O	15	-3	-3	16	-17	-4	11	-4	1	-3	-10
Cc1ccc(C2NC(=O)c3ccccc3O2)cc1 (stereo unspecified)	14	-4	-16	-10	-2	2	-5	-7	14	-46	3
FC(F)(F)c1ccc(N2CCN(c3ncnc4c3nnn4Cc3ccccc3)CC2)nc1	7	-4	-3	0	-14	17	0	20	-6	0	7
O=C(N/N=C/c1ccccn1)c1ccncc1	9	8	-4	-6	3	-21	14	-1	-11	7	-10
Cc1cc(C)cc(-n2nnnc2SCC(=O)Nc2nc(-c3ccc(F)cc3)cs2)c1	1	2	-11	14	0	-5	-47	4	-14	-24	13
CN(C)S(=O)(=O)c1cccc(N2C(=O)CC3(CCCCC3)CC2=O)c1	-1	-3	0	13	-9	1	-8	19	2	11	-6

Screens deposited in PubChem BioAssay by several laboratories.
